bovine MsrA act: bovine methionine sulfoxide reductase A activation. purified bovine MsrA, absorbance read-out. activation, % at 10.6 µM. 0.3% of 360,000 active. AID 602163; in the data active = activation above about 7.5%;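 note: 0% = vehicle and 100% = reference activator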
eLon inh: E. coli protease La inhibition. inhibition, % at 7.94 µM. AID 602123. purified E. coli Lon protease, fluorescence polarization. 0.42% of 360,000 active. P0A9M0; in the data active = inhibition above about 13%, passing the limit was not always enough;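 note: 0% = enzyme with probe and DMSO and 100% = no enzyme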
Target sequence (P0A9M0 whole entry, looked up): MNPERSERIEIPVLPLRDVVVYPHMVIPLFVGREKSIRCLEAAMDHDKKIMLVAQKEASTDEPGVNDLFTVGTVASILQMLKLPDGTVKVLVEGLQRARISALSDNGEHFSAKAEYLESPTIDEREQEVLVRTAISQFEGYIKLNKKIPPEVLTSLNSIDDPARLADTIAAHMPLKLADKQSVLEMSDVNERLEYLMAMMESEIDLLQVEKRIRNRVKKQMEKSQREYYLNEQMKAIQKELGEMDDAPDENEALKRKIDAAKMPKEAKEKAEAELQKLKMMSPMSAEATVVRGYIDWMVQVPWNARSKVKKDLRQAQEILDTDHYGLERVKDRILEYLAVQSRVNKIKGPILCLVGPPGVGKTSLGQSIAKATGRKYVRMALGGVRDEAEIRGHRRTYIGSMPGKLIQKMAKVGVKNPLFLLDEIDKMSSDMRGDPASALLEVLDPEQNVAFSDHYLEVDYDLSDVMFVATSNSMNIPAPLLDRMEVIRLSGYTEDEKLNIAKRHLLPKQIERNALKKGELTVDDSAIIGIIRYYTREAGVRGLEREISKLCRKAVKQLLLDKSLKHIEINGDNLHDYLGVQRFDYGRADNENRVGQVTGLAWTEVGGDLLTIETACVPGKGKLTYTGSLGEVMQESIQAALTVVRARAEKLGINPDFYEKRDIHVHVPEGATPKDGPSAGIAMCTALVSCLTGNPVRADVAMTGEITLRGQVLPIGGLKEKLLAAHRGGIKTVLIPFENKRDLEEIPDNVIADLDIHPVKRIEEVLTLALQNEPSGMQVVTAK
NRP1-CendR mod: alters CendR peptide binding to human NRP-1 | inhibition, % at 25 µM | FAM-RPARPAR peptide binding to NRP-1, fluorescence polarization | O14786 | 0.85% of 360,000 active;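 active = inhibition or corrected inhibition above about 18%, plus a signal ratio from 0.5 to 1.5, limit read from the data, passing the limit was not always enough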; note: strong numbers were not always called active
Rin1 Abl inh: blocks binding of human Rin1 to Abl; P00519+Q13671; TR-FRET Rin1/Abl binding, biochemical; inhibition, % at 7.35 µM; 0.4% of 360,000 active; in the data active = inhibition above about 5%, passing the limit was not always enough
FAS-TE inh: inhibitors of human fatty acid synthase thioesterase domain. 0.67% of 360,000 active. inhibition, % at 15 µM. P49327. recombinant FAS-TE, OMFH fluorogenic substrate, fluorescence endpoint;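 active = compounds whose normalised, plate-corrected inhibition of enzyme fluorescence in the single-dose primary screen is 50% or more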;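 note: 0% = DMSO with enzyme and 100% = substrate without enzyme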
Neddylation inh: blocks human cullin neddylation; P61081+Q13564; TR-FRET cullin neddylation, biochemical; calls only at 25 µM; 0.58% of 360,000 active; AID 651699; in the data active = inhibition above about 36%
MT1-MMP act inh: blocks activation of human MT1-MMP | GFP/RFP ratio change, % at 20 µM | 0.061% of 360,000 active | P50281 | HT1080 RFP-PRO-GFP cells, GFP/RFP ratio fluorescence, overnight; percent of plate control window, DMSO zero;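 active = GFP/RFP ratio change of at least 30% with cell ATP level not reduced by more than half and red fluorescence within 50% of control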; note: strong numbers were not always called active
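Assay system: RFP-PRO-GFP reporter HT1080 cells; read-out basis: GFP/RFP fluorescence ratio; benchmarks: DMSO wells and RFP-L50D-GFP cells; doses: 20 µM single dose, 1% DMSO; schedule: overnight cell settling, then overnight compound exposure, 37 °C, 5% CO2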
MsrA inh: inhibitors of bovine MsrA. 0.75% of 360,000 active. purified bovine MsrA, absorbance read-out. AID 651718. inhibition, % at 15.5 µM; in the data active = inhibition above about 4.5%;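 note: 0% = vehicle wells with enzyme and 100% = reference inhibitor wells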
SKN-1 block: C. elegans SKN-1 inhibition; 0.49% of 360,000 active; inhibition, % at 21.8 µM; C. elegans VP596 Pgst-4::GFP/RFP ratio, acrylamide-induced, 24 h; AID 624304;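 active = interference check ratio from 0.5 to 1.5 plus GFP to RFP signal ratio inhibition reaching or exceeding a fixed threshold, cut at about 30% in these data, passing the limit was not always enough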; note: some compounds called inactive have numbers as strong as hits
Numbers without * were called inactive; i = inactive; x = not tested or not shown; + = active, no number. Random draw from the library; overall some 4.2% were active at least once.

[1] COc1cccc(NC(=O)CNC(=O)c2ccc(OC)c(OC)c2)c1
[2] Nc1nc2n(n1)C(c1ccccc1Cl)CC(c1ccc(F)cc1)N2 (centres undefined)
[3] CCc1nc2c(OCCC3CCCCC3)cccn2c1N(C)C(=O)c1ccc(OC)cc1
[4] Cc1ccc(/C=C/C(=O)Nc2nc3ccccc3[nH]2)cc1
[5] CC1(C(=O)Nc2cccc3cccnc23)CCN1C(=O)Cc1ccc(Cl)cc1Cl (centres undefined)
[6] C/C(=N\NC(=O)C1CC1)c1ccc(C)cc1C
[7] N#Cc1cc(N2CCOCC2)nc2ccccc12
[8] CCC1Nc2ncnc(N3CCN(c4ccccc4)CC3)c2N(Cc2ccc(Br)cc2)C1=O (centres undefined)

screen / no.	1	2	3	4	5	6	7	8
Rin1 Abl inh	2	-1	3	-2	-3	0	2	4
NRP1-CendR mod	6	-12	3	8	-1	-7	6	-15
Neddylation inh	i	x	i	i	i	i	+	i
SKN-1 block	-14	-8	9	17	12	10	18	1
FAS-TE inh	-6	-7	20	-5	22	-6	-2	44
eLon inh	6	-1	-6	0	10	-1	4	-10
bovine MsrA act	-10	-9	2	-1	-2	-2	-3	-3
MT1-MMP act inh	3	2	-4	4	0	2	-2	-6
MsrA inh	1.8	-0.3	0.5	-1.0	0.2	-1.8	-0.1	0.3

[9] CCN(C(=O)CN1CCN(c2ccccc2F)CC1)c1c(N)n(Cc2ccccc2)c(=O)[nH]c1=O
[10] Oc1ccc(N=Nc2n[nH]c(-c3ccc(Br)cc3)n2)cc1
[11] CCN(C[C@H]1N[C@@](Cc2ccccc2)(C(=O)OC)[C@H]2C(=O)N(Cc3ccccc3)C(=O)[C@@H]12)C(=O)COC
[12] CC(=O)Nc1ccc(-c2ccnc3c2CC(C)(C(=O)Nc2cccc(Oc4ccccc4)c2)O3)cc1 (centres undefined)
[13] CCOC(=O)N1CCC(=NNC(N)=O)C1
[14] COc1ccc(C(=O)NCCNc2nc3cc(C)cc(C)c3cc2C#N)nc1
[15] O=C(CNC(=O)c1ccccc1)OC(C(=O)O)c1ccc(F)cc1 (centres undefined)
[16] Cc1cc(C)c(NC(=O)CSc2nnc(CNC(=O)c3ccco3)o2)c(C)c1

screen / no.	9	10	11	12	13	14	15	16
Rin1 Abl inh	-1	-2	0	-4	1	x	-4	2
NRP1-CendR mod	1	8	7	6	-6	-8	-1	7
Neddylation inh	i	i	i	i	i	i	i	i
SKN-1 block	3	0	49	1	1	14	19	9
FAS-TE inh	-5	-2	-9	22	-9	x	-2	-8
eLon inh	0	-25	8	-13	-11	x	17	2
bovine MsrA act	-3	-3	-2	-1	-2	x	-1	-6
MT1-MMP act inh	2	1	0	-3	1	5	-1	-3
MsrA inh	-0.6	0.8	-0.1	0.2	-0.3	-0.7	0.0	1.6

[17] CC[C@H]1c2[nH]c3ccccc3c2C[C@@H]2C(=O)N(c3ccc(F)cc3)C(=O)N21
[18] CC12CCC(=O)N1C(C(=O)Nc1nccs1)CS2 (centres undefined)
[19] COc1ccccc1Nc1nc(-c2c(C)nc3ncccn23)cs1
[20] COc1ccccc1C1=NN(C2=NN=C(N)Cc3ncnn32)C(O)(C(F)(F)F)C1 (centres undefined)
[21] Cc1cc(CN2CCCC(CO)(Cc3cccc(Cl)c3)C2)n[nH]1 (centres undefined)
[22] CCCCOC(=O)Cn1c(=O)n(CC(=O)OCCCC)c2cc(C)ccc21
[23] COc1ccc(CN2CC(=O)N(c3ccc(C)cc3C)C2=S)cc1OC
[24] COc1ccc(-c2ccnc(-c3ccc(OCCCF)cc3)n2)cc1

screen / no.	17	18	19	20	21	22	23	24
Rin1 Abl inh	-1	2	-3	-3	3	-1	-1	0
NRP1-CendR mod	10	-2	-1	3	-4	-2	-8	2
Neddylation inh	i	i	i	x	i	i	i	i
SKN-1 block	-5	-11	-5	-8	-13	10	10	3
FAS-TE inh	12	-4	-6	-10	-12	11	2	27
eLon inh	-13	-14	-7	-12	-6	-8	-4	2
bovine MsrA act	0	-2	-8	-4	-10	2	-3	-4
MT1-MMP act inh	1	-3	4	2	6	4	-5	5
MsrA inh	0.4	-0.6	0.3	2.3	1.8	1.6	0.3	-0.1

[25] COc1ccc(/C=C/C(=O)NC(=S)NNC(=O)Cc2cccs2)cc1OC
[26] Cc1nc2ccc(NC(=O)C3COc4ccccc4O3)cc2s1 (centres undefined)
[27] CCc1ccc(N(CC(=O)NC2CCCCC2)S(=O)(=O)c2c(C)noc2C)cc1
[28] O=C(O)COc1ccc2nsnc2c1Cl
[29] COc1ccc(C(C)=O)cc1CC(=O)NC1CCCCCC1
[30] COc1ccc(S(=O)(=O)N2CCCC(C(=O)NCc3ccccn3)C2)cc1 (centres undefined)
[31] Cc1ccc(C(=O)NCCNC(=O)c2ccco2)cc1C
[32] CO/N=C\CC(=O)Nc1ccc(Cl)cc1Cl

screen / no.	25	26	27	28	29	30	31	32
Rin1 Abl inh	-2	-3	0	-5	-1	-1	3	4
NRP1-CendR mod	3	8	1	-6	-10	-8	17	7
Neddylation inh	i	i	i	x	i	i	i	i
SKN-1 block	-8	12	4	7	2	0	9	4
FAS-TE inh	-14	-1	1	-13	-1	-11	-3	-5
eLon inh	1	4	1	-2	2	0	11	0
bovine MsrA act	-6	-7	0	-4	-3	-4	3	-5
MT1-MMP act inh	3	-2	0	-2	3	4	0	-1
MsrA inh	3.1	0.6	2.0	1.1	0.0	-0.1	-0.3	1.1

[33] Cc1ccc(C)c(OCc2cc(C(=O)N(C)Cc3ccccn3)no2)c1
[34] O=C(Nc1ccc(S(=O)(=O)NC2CCCCC2)cc1)c1ccc(Br)o1
[35] O=C(O)CSc1nc2c(cnn2-c2ccccc2)c(=O)n1-c1ccc(Br)cc1
[36] COc1cccc(C(=O)/C=C/c2ccc(OCC#N)c(OC)c2)c1
[37] Cn1c(C(=O)NCCN2CCOCC2)cc2c(=O)n(C)c3ccccc3c21
[38] C=C1CCN([C@H](C(=O)NCc2ccc(Cl)cc2)C(C)C)S(=O)(=O)c2ccccc21
[39] CC1(C)Cc2nc(-c3ccccc3)nc(NNC(=O)c3ccco3)c2CO1
[40] COC(=O)c1cc(NS(=O)(=O)c2ccc(NCc3cccnc3)c([N+](=O)[O-])c2)cc(C(=O)OC)c1

screen / no.	33	34	35	36	37	38	39	40
Rin1 Abl inh	3	-4	0	-3	3	0	0	1
NRP1-CendR mod	-9	-10	-7	-6	-5	16	-4	-3
Neddylation inh	i	i	i	i	i	i	i	i
SKN-1 block	5	18	-3	4	-13	20	5	5
FAS-TE inh	-4	7	-3	1	-1	11	-6	15
eLon inh	-10	-5	-3	-2	0	-1	1	2
bovine MsrA act	-1	-2	-3	-5	-3	-2	2	-6
MT1-MMP act inh	-4	-1	4	-1	10	0	-5	-2
MsrA inh	-1.1	0.1	-0.6	3.6	-0.2	-0.4	-0.1	1.0

[41] Cn1cnc2nc[nH]c2c1=O
[42] Cc1ccc(NCC(O)Cn2cnc3c2c(=O)n(C)c(=O)n3C)cc1 (centres undefined)
[43] C[C@@H]1CN([C@@H](C)CO)C(=O)c2cccc(NS(C)(=O)=O)c2O[C@H]1CN(C)CC1CCCCC1
[44] COc1ccc(C2N(c3ccccc3)C(=O)C2(F)F)cc1OC (centres undefined)
[45] Cc1ccc(C)n1-c1c(C(=O)NN)cnn1-c1ccccc1
[46] O=C(NNC1CC(=O)N(c2ccc3c(c2)OCCO3)C1=O)c1ccc(Cl)cc1 (centres undefined)
[47] CCC(C)(C(=O)NC1CCCC1)N(Cc1cccs1)C(=O)c1ccc2c(c1)OCO2 (centres undefined)
[48] O=C(COS(=O)c1ccccc1)Nc1cc(Cl)ccc1N1CCOCC1 (centres undefined)

screen / no.	41	42	43	44	45	46	47	48
Rin1 Abl inh	0	1	5	2	-4	0	3	1
NRP1-CendR mod	1	2	3	1	6	1	3	2
Neddylation inh	i	i	i	i	i	i	i	i
SKN-1 block	8	-16	2	-16	0	6	-6	1
FAS-TE inh	-7	3	-4	7	0	8	-5	3
eLon inh	-2	-1	-4	2	4	-3	16	5
bovine MsrA act	-1	-6	-1	-8	-12	-2	3	-5
MT1-MMP act inh	1	3	3	0	1	2	2	-1
MsrA inh	-0.6	-1.8	-1.5	-1.1	-0.1	0.5	-0.3	0.3

A different layout for part of the listing above.
# | canonical_smiles | Rin1 Abl inh | NRP1-CendR mod | Neddylation inh | SKN-1 block | FAS-TE inh | eLon inh | bovine MsrA act | MT1-MMP act inh | MsrA inh
37 | Cn1c(C(=O)NCCN2CCOCC2)cc2c(=O)n(C)c3ccccc3c21 | 3 | -5 | i | -13 | -1 | 0 | -3 | 10 | -0.2
38 | C=C1CCN([C@H](C(=O)NCc2ccc(Cl)cc2)C(C)C)S(=O)(=O)c2ccccc21 | 0 | 16 | i | 20 | 11 | -1 | -2 | 0 | -0.4
39 | CC1(C)Cc2nc(-c3ccccc3)nc(NNC(=O)c3ccco3)c2CO1 | 0 | -4 | i | 5 | -6 | 1 | 2 | -5 | -0.1
40 | COC(=O)c1cc(NS(=O)(=O)c2ccc(NCc3cccnc3)c([N+](=O)[O-])c2)cc(C(=O)OC)c1 | 1 | -3 | i | 5 | 15 | 2 | -6 | -2 | 1.0
41 | Cn1cnc2nc[nH]c2c1=O | 0 | 1 | i | 8 | -7 | -2 | -1 | 1 | -0.6
42 | Cc1ccc(NCC(O)Cn2cnc3c2c(=O)n(C)c(=O)n3C)cc1 (centres undefined) | 1 | 2 | i | -16 | 3 | -1 | -6 | 3 | -1.8
43 | C[C@@H]1CN([C@@H](C)CO)C(=O)c2cccc(NS(C)(=O)=O)c2O[C@H]1CN(C)CC1CCCCC1 | 5 | 3 | i | 2 | -4 | -4 | -1 | 3 | -1.5
44 | COc1ccc(C2N(c3ccccc3)C(=O)C2(F)F)cc1OC (centres undefined) | 2 | 1 | i | -16 | 7 | 2 | -8 | 0 | -1.1
45 | Cc1ccc(C)n1-c1c(C(=O)NN)cnn1-c1ccccc1 | -4 | 6 | i | 0 | 0 | 4 | -12 | 1 | -0.1
46 | O=C(NNC1CC(=O)N(c2ccc3c(c2)OCCO3)C1=O)c1ccc(Cl)cc1 (centres undefined) | 0 | 1 | i | 6 | 8 | -3 | -2 | 2 | 0.5
47 | CCC(C)(C(=O)NC1CCCC1)N(Cc1cccs1)C(=O)c1ccc2c(c1)OCO2 (centres undefined) | 3 | 3 | i | -6 | -5 | 16 | 3 | 2 | -0.3
48 | O=C(COS(=O)c1ccccc1)Nc1cc(Cl)ccc1N1CCOCC1 (centres undefined) | 1 | 2 | i | 1 | 3 | 5 | -5 | -1 | 0.3

Carrying on:
[49] CCC(C)Sc1nc2c(cnn2-c2ccccc2)c(=O)[nH]1 (centres undefined)
[50] CC(C)C(CCNC1CCN(C)CC1)c1ccc(Cl)cc1 (centres undefined)
[51] Cc1cccc(N2NC(=O)/C(=C/c3ccc(-c4ccc(Cl)c(C(=O)O)c4)o3)C2=O)c1
[52] CCCCc1c(C)[nH]c(C(=O)OCC)c1C
[53] Cc1ccc2[nH]c(=O)c(N3CCOCC3)c(-c3ccccc3)c2c1
[54] COC(=O)c1sc2[nH]c(=S)n(N)c(=O)c2c1C
[55] CCOc1cc(/C=N\NC(=O)CC(=O)NCCc2ccccc2)ccc1O
[56] CC1(C(=O)NS(=O)(=O)C2CC2)CCCN(C(=O)c2ccc(F)c(Cl)c2)C1 (centres undefined)
[57] Cc1cccc(NC2=NC3(CCCCC3)N=C(N)N2)c1C

screen / no.	49	50	51	52	53	54	55	56	57
Rin1 Abl inh	0	1	1	2	1	-47	-4	0	-7
NRP1-CendR mod	-10	-1	-88	-13	8	-5	-5	8	-10
Neddylation inh	i	i	i	i	i	i	i	i	i
SKN-1 block	-12	-8	11	26	15	-5	-12	10	24
FAS-TE inh	0	-2	-6	8	-2	-6	-2	-10	-3
eLon inh	4	-11	-1	-3	-10	-6	-6	-12	4
bovine MsrA act	0	-3	-2	-2	-3	3	-3	-5	-2
MT1-MMP act inh	-4	4	-5	1	-5	2	-1	-1	-6
MsrA inh	-1.9	1.5	-0.4	-0.7	0.3	x	2.5	-1.9	0.5
